12-hLO inh = 12-hLO (ALOX12) enzyme inhibition. P18054. purified 12-hLO, xylenol orange hydroperoxide absorbance. Potency, µM (titrated, usually from 57.1 µM), for inactives: at the highest dose activity change, negative = inhibition, most hits filed as inhibitors. 150,000 compounds, 0.12% hits. AID 1452; active = well fitted inhibition curve with a large enough effect; note: nearly all actives have a fitted effect of over 55% in size; many of its hits are not listed in these tables
Target sequence (P18054 whole entry, looked up): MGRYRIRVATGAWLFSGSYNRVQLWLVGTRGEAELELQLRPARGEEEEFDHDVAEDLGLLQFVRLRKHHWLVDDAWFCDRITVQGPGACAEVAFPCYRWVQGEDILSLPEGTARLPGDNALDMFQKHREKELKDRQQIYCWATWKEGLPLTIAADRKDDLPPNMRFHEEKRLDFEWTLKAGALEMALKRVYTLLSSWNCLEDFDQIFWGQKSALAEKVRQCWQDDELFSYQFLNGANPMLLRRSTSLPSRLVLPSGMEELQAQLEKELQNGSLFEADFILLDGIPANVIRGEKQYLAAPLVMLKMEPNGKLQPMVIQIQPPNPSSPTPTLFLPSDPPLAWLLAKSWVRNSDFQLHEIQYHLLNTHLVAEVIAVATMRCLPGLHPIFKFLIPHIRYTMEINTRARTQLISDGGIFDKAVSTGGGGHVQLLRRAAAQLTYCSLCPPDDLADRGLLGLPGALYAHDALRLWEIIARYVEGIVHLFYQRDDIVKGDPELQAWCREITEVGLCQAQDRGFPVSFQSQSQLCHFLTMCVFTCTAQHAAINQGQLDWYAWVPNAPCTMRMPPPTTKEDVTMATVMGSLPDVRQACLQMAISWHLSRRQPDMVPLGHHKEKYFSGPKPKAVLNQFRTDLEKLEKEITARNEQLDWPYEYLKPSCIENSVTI
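Purified human 12hLO (150 nM), preincubated 15 min with compound, then 40 uM arachidonic acid for 30 min, room temperature, Hepes pH 7.0 with 0.01% Triton X-100. Hydroperoxide detected by ferrous iron/xylenol orange; 573/405 nm absorbance ratio gives reaction progress.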
Numbers without * were called inactive; [ ] = dose if it differs, or a comment. % is set by controls: 0 for no effect and ±100 for the full control effect; potency is the fitted concentration of half-maximal effect. These rows are one share of the data (hit frequency here may not be typical).

12-hLO inh | Compound
0.0%[11.4 µM] | COC(=O)CCCC1=CC2=CC(=O)C(C)(OC(=O)c3cccs3)C(=O)C2=CN1CC(C)C (configuration not stated)
-3.0% | CC/C=C\C/C=C\C/C=C\C/C=C\C/C=C\C/C=C\CCC(=O)NCCO
2.1%[11.4 µM] | CCOC(=O)CCCNC(=O)N1CCc2nc(COc3ccccc3)c3c(c2C1)CO[C@@H](C)C3
0.2% | CCOC(=O)c1c(N)sc(C(=O)N2CCCC(C(N)=O)C2)c1C (configuration not stated)
-3.3%[11.4 µM] | COc1ccc(-c2nc3c(c4c2C[C@H](c2ccccc2)OC4)CN(C(=O)Cc2cccs2)CC3)c(C)c1
0.9% | NCCC[C@@H](CC(=O)N[C@@H]1CCCC[C@H]1C(=O)N[C@H](CC(=O)N[C@@H](CCC(=O)O)CC(=O)O)Cc1ccccc1)NC(=O)C[C@H](Cc1ccccc1)NC(=O)[C@@H]1CNCC[C@H]1N
-0.6% | O=C(CSc1ncnc2c1nnn2-c1ccc(F)cc1)N1CCN(c2ccccc2)CC1
-0.5%[11.4 µM] | C=CC1=C2C=C(C3CC3)N(CCCCO)C=C2C(=O)C(C)(OC(=O)c2ccco2)C1=O (configuration not stated)
-1.4%[11.4 µM] | C=CC1=C2C=C(C3CC3)N(CCN3CCOCC3)C=C2C(=O)C(C)(OC(=O)c2ccco2)C1=O (configuration not stated)
0.9% | C=C1CC[C@H](O)C/C1=C/C=C1\CCC[C@]2(C)[C@@H]([C@H](C)CCCC(C)(C)O)CC[C@@H]12
2.9% | CCN(CC)CCCNC(=O)c1ccc(-n2c(=O)c(=O)[nH]c3ccccc32)cc1
1.3% | CC(C)[C@@H](CC(=O)N[C@@H]1CCNC[C@H]1C(=O)N[C@H](CC(=O)N[C@@H](CCC(=O)O)CC(=O)O)Cc1c[nH]c2ccccc12)NC(=O)C[C@H](Cc1c[nH]c2ccccc12)NC(=O)[C@@H]1CCCC[C@H]1N
0.2%[11.4 µM] | CC1(OC(=O)CCc2ccccc2)C(=O)C=C2C=C(c3ccc(C#N)cc3)N(C(CO)CO)C=C2C1=O (configuration not stated)
-2.6% | CCCCn1c(=NC(C)=O)c(C#N)cc2c(=O)n3cccc(C)c3nc21
2.1% | CC(C)C[C@@H](CC(=O)N[C@H](CC(=O)N[C@@H]1CCCC[C@H]1C(=O)N[C@H](CC(=O)N[C@@H](CCC(=O)O)CC(=O)O)CC(C)C)C(C)C)NC(=O)[C@@H]1CNCC[C@H]1N
-10.7%[11.4 µM] | COC(=O)CC1c2ccccc2C=C(/C=C/c2ccc3c(c2)OCO3)N1C(=O)OC (configuration not stated)
-4.8%[11.4 µM] | CCCCC1=CC2=C(c3ccco3)C(=O)C(C)(OC(=O)c3ccc(OC)cc3)C(=O)C2=CN1CCc1ccccn1 (configuration not stated)
3.8%[11.4 µM] | C=CC1=C2C=C(C3CC3)N(CCCOC(C)C)C=C2C(=O)C(C)(OC(=O)c2ccco2)C1=O (configuration not stated)
-9.1%[11.4 µM] | CC1(OC(=O)CCc2ccccc2)C(=O)C=C2C=C(c3ccc(C#N)cc3)N(C3CCCC3)C=C2C1=O (configuration not stated)
0.2% | CC(C)[C@@H](CC(=O)N[C@@H]1CCCC[C@H]1C(=O)N[C@H](CC(=O)N[C@@H](CCC(=O)O)CC(=O)O)Cc1ccccc1)NC(=O)C[C@H](Cc1c[nH]c2ccccc12)NC(=O)[C@@H]1CCCC[C@H]1N
5.2% | CCCCC/C=C\C/C=C\CCCCCCCCCC(=O)NC(C)C(=O)O (configuration not stated)
4.3% | Cc1cccc(C)c1Nc1oc(-c2ccccc2)nc1-c1ccccc1
-5.2% | CC(=O)N[C@@H](CSC/C=C(\C)CCC=C(C)C)C(=O)O
-3.4% | CC1(OC(=O)c2ccco2)C(=O)C=C2C=C(c3ccc(C#N)cc3)OC=C2C1=O (configuration not stated)
4.6% | C=CCC(O)(C#Cc1ccccc1)c1ccccc1 (configuration not stated)

Brought forward from above: two compounds; new compounds follow.
12-hLO inh | Compound
-3.4% | CC1(OC(=O)c2ccco2)C(=O)C=C2C=C(c3ccc(C#N)cc3)OC=C2C1=O (configuration not stated)
4.6% | C=CCC(O)(C#Cc1ccccc1)c1ccccc1 (configuration not stated)
-1.8%[11.4 µM] | COCCN1C=C2C(=O)C(C)(OC(=O)C3CCCC3)C(=O)C(c3ccccc3)=C2C=C1CCCC(=O)OC (configuration not stated)
-0.6%[11.4 µM] | CCN1C(=O)N[C@@H](c2cccc(C(F)(F)F)c2)[C@H](C(C)=O)[C@H]1C
2.3%[11.4 µM] | Cc1noc(C)c1S(=O)(=O)N1CCc2nc(COc3ccccc3)c3c(c2C1)CO[C@@H](C)C3
0.1% | CCCCC/C=C\C/C=C\C/C=C\C/C=C\CCCC(=O)O[C@@H](CO)COC(=O)CCCCCCCCCCCCCCCCC
-6.1% | COC/C=C/C1=CC2=CC(=O)C(C)(OC(=O)c3ccco3)C(=O)C2=CO1 (configuration not stated)
0.6%[11.4 µM] | C=CC1=C2C=C(C3CC3)N(CC(C)C)C=C2C(=O)C(C)(OC(=O)c2ccco2)C1=O (configuration not stated)
-2.1%[11.4 µM] | CC(=O)Nc1ccc(S(=O)(=O)N2CCc3nc(COc4ccccc4)c4c(c3C2)CO[C@@H](C)C4)cc1
1.1% | CCCCCC(=O)CC[C@@H]1[C@@H](C/C=C\CCCC(=O)O)[C@@H](O)C[C@H]1O
2.4%[11.4 µM] | CCCCC1=CC2=CC(=O)C(C)(OC(=O)CC)C(=O)C2=CN1CCOC (configuration not stated)
-4.1%[11.4 µM] | CCCCCCCC1=Cc2ccc(F)cc2C(C(C(C)=O)C(=O)OC)N1C(=O)OC (configuration not stated)
3.8%[11.4 µM] | CCN1C(=O)N[C@@H](c2ccccc2)C(C(=O)OC)=C1C
1.6%[11.4 µM] | COc1ccc(-c2nc3c(c4c2C[C@H](c2ccccc2)OC4)CN(S(=O)(=O)c2ccc(C)cc2)CC3)c(C)c1
3.7% | CC(C)C[C@@H](CC(=O)N[C@H](CC(=O)N[C@@H]1CCNC[C@H]1C(=O)N[C@H](CC(=O)N[C@@H](CCC(=O)O)CC(=O)O)Cc1c[nH]c2ccccc12)C(C)C)NC(=O)[C@@H]1CCCC[C@H]1N
-0.9% | CCCCCC(=O)/C=C/[C@H]1[C@H](O)CC(=O)[C@@H]1C/C=C\CCCC(=O)O
-0.7%[11.4 µM] | C[C@H]1Cc2c(-c3ccccc3)nc3c(c2CO1)CN(C(=O)NCc1ccco1)CC3
-9.2% | COc1ccc(C2=CC3=C(Br)C(=O)C(C)(OC(=O)c4ccco4)C(=O)C3=CO2)cc1 (configuration not stated)
-15.2%[11.4 µM] | COC(=O)N1C2CC(=O)O[C@@H]3c4cc5c(cc4[C@]1(C)[C@@]3(Br)c1ccccc12)OCO5
-3.3%[11.4 µM] | C=CC1=C2C=C(C3CC3)N(Cc3ccc4c(c3)OCO4)C=C2C(=O)C(C)(OC(=O)c2ccco2)C1=O (configuration not stated)
-8.8% | CC(=O)N=c1c(C#N)cc2c(=O)n3cccc(C)c3nc2n1CC(C)C
1.4%[11.4 µM] | C[C@H]1Cc2c(COc3ccccc3)nc3c(c2CO1)CN(C(=O)NCc1ccco1)CC3
-9.7% | Cc1ccc(S(=O)(=O)Nc2ccc(O)c(C(=O)O)c2)c(C)c1
3.8% | CCCCC[C@H](O)/C=C/C=C\CCCCCCCCCC(=O)O
-2.1% | C=CC[C@](C)(O)c1ccccc1
2.5%[11.4 µM] | C=CCN1C=C2C(=O)C(C)(OC(=O)CCC(=O)OC)C(=O)C=C2C=C1C1CC1 (configuration not stated)
2.2% | CCCCC/C=C\C=C\C(O)CCCCCCCC(=O)O (configuration not stated)
-0.7%[11.4 µM] | C=CC1=C2C=C(C3CC3)N(C3CCCCC3)C=C2C(=O)C(C)(OC(=O)c2ccco2)C1=O (configuration not stated)
1.5%[11.4 µM] | CC(=O)C1=C(C)N(Cc2ccccc2)C(=O)N[C@H]1c1cccc(F)c1
-0.1%[11.4 µM] | COC(=O)C1=C(C(=O)OC)[C@@H]2N(C)c3ccccc3[C@@]23C[C@@H](C(=O)OC)N(S(=O)(=O)c2ccc(OC)cc2)C3=N1
-8.2% | CCOc1cc(/C=N/NC(=O)c2cc(-c3cccc(OC)c3)n[nH]2)ccc1O
2.7%[11.4 µM] | COC(=O)CCC(=O)OC1(C)C(=O)C2=CN(C(CO)CO)C(c3ccc(OC)cc3)=CC2=C(Br)C1=O (configuration not stated)
-1.3%[11.4 µM] | COC(=O)CCC(=O)OC1(C)C(=O)C2=CN(CC(C)C)C(c3ccc(OC)cc3)=CC2=C(Br)C1=O (configuration not stated)
0.1% | COC(=O)CCCC1=CC2=CC(=O)C(C)(OC(=O)c3cnc4ccccc4n3)C(=O)C2=CO1 (configuration not stated)
2.0%[11.4 µM] | CC#CCN1c2ccccc2[C@]23C[C@@H](C(=O)OC)N(S(=O)(=O)c4ccc(C(F)(F)F)cc4)C2=NC(C(=O)OC)=C(C(=O)OC)[C@H]13
-9.6%[11.4 µM] | CC1(OC(=O)CCc2ccccc2)C(=O)C=C2C=C3CCCN3C=C2C1=O (configuration not stated)
-3.8%[11.4 µM] | CCN1C(=O)N[C@@H](c2cccc(C(F)(F)F)c2)C(C(=O)OC)=C1C
-3.7%[11.4 µM] | COC(=O)C[C@H]1c2ccccc2C2=C(C[C@@H](C)[C@H]3C(=O)NC(=O)[C@@H]23)N1C(=O)OC
0.5%[11.4 µM] | CCOC(=O)CN1C(=O)N[C@@H](c2ccc(Br)cc2)C(C(=O)OC)=C1C
-0.2% | C=C(C(C)=O)C(O)c1ccc2ccccc2c1 (configuration not stated)
-2.5% | CC(C)C[C@@H](CC(=O)N[C@@H](CCCN)CC(=O)N[C@@H]1CCCC[C@H]1C(=O)N[C@H](CC(=O)N[C@@H](CCC(=O)O)CC(=O)O)CC(C)C)NC(=O)[C@@H]1CNCC[C@H]1N
2.6% | CCCCCCCCCCCCCCC[C@@H](O)[C@H](CO)NC(=O)CCCCCCC
-4.0% | Cc1cccc(C)c1Nc1oc(-c2ccccc2)nc1-c1cccc2ccccc12
0.1% | C[C@]12C[C@@](C)(C=C1/C=C/c1ccccc1)C(=O)C[C@H]2c1ccccc1
-16.1%[11.4 µM] | CCCCC1=CC2=C(c3ccco3)C(=O)C(C)(OC(=O)c3ccc(OC)cc3)C(=O)C2=CN1Cc1ccc2c(c1)OCO2 (configuration not stated)
2.4% | CCCCC[C@H](O)/C=C/[C@@H]1[C@H]2C/C(=C/CCCC(=O)O)O[C@H]2C[C@H]1O
0.7%[11.4 µM] | C=CCN1C=C2C(=O)C(C)(OC(=O)CC)C(=O)C=C2C=C1CCCC (configuration not stated)
0.3% | CCCCCCCCCCCCCCCCCCOC[C@@H](O)COP(=O)([O-])OCC[N+](C)(C)C
1.3%[11.4 µM] | CCOC(=O)CN1C(=O)N[C@@H](c2cccc(F)c2)C(C(=O)OC)=C1C
-0.5% | O=C(NCCO)c1ccc(Cc2nc3ccccc3[nH]2)cc1
-1.9% | COc1ccc(-c2nc(-c3ccccc3)c(Nc3c(C)cccc3C)o2)cc1
0.2% | CC(C)C[C@@H](CC(=O)N[C@@H](CCC(=O)O)CC(=O)O)NC(=O)[C@@H]1CNCC[C@H]1NC(=O)C[C@@H](NC(=O)C[C@H](CO)NC(=O)[C@@H]1CCCC[C@H]1N)C(C)C

Exported with tabs: two of the compounds above.
SMILES	12-hLO inh
COC(=O)C1=C(C(=O)OC)[C@@H]2N(C)c3ccccc3[C@@]23C[C@@H](C(=O)OC)N(S(=O)(=O)c2ccc(OC)cc2)C3=N1	-0.1%[11.4 µM]
CCCCCCCCCCCCCCCCCCOC[C@@H](O)COP(=O)([O-])OCC[N+](C)(C)C	0.3%

Structural class, the entries above with a CF3 group
12-hLO inh | Compound
-0.6%[11.4 µM] | CCN1C(=O)N[C@@H](c2cccc(C(F)(F)F)c2)[C@H](C(C)=O)[C@H]1C
2.0%[11.4 µM] | CC#CCN1c2ccccc2[C@]23C[C@@H](C(=O)OC)N(S(=O)(=O)c4ccc(C(F)(F)F)cc4)C2=NC(C(=O)OC)=C(C(=O)OC)[C@H]13
-3.8%[11.4 µM] | CCN1C(=O)N[C@@H](c2cccc(C(F)(F)F)c2)C(C(=O)OC)=C1C

Remaining list, next part
12-hLO inh | Compound
1.0% | CCCCC[C@H](O)CC[C@H]1[C@H](O)CC(=O)[C@@H]1CCCCCCC(=O)O
-3.9%[11.4 µM] | CCCCC1=CC2=CC(=O)C(C)(OC(=O)CC)C(=O)C2=CN1c1cccc(C#N)c1 (configuration not stated)
1.8%[11.4 µM] | C=CCN1c2ccccc2[C@]23C[C@@H](C(=O)OC)N(C(=O)c4cc(C)oc4C)C2=NC(C(=O)OC)=C(C(=O)OC)[C@H]13
3.8% | Fc1ccccc1-c1nc(-c2ccccc2)oc1NC1CCCCC1
3.1% | CCCCC[C@H](O)/C=C/C=C\C/C=C\CCCCC(=O)O
0.9%[11.4 µM] | COC(=O)N1C2CC3(C)C=C(C)OC1(C)C3c1ccccc12 (configuration not stated)
6.8% | CCCCC/C=C\CC1OC1C/C=C\C/C=C\CCCC(=O)O (configuration not stated)
-0.5%[11.4 µM] | COC(=O)N1C2=C(c3ccccc3[C@@H]1CC(=O)Nc1ccc(Br)cc1)[C@@H]1C(=O)N(c3ccccc3)C(=O)[C@@H]1[C@H](C)C2
-3.3% | C=C1/C(=C\C=C2/CCC[C@]3(C)[C@@H]([C@H](C)CCCC(C)(C)O)CC[C@@H]23)C[C@@H](O)C[C@@H]1O
-1.5%[11.4 µM] | COC(=O)CCCC1=CC2=C(c3ccccc3)C(=O)C(C)(OC(=O)C3CCCC3)C(=O)C2=CN1CC(C)C (configuration not stated)

High-throughput results as filed in PubChem.
